Screens: PubChem, National Center for Advancing Translational Sciences (NCATS)
LMNA splice mod: changes lamin A minigene splicing in HeLa cells | HeLa LMNA splicing GFP/RFP minigene ratio, 48 h | Potency, µM (series often up to 46.1 µM), without a hit: at the highest dose ratio change, negative = inhibition, usual class: inhibitors | 0.01% of 200,000 active | AID 1487; active = well fitted inhibition curve with a large enough effect in the signal ratio, with a control signal flat, not every such curve was filed as active; inconclusive = small, poorly fitted or top-dose-only effect, or effect the other way, or a change in a side signal; the % refers to the signal ratio; also: potency is read from the fitted curve at half-maximal effect; % is scaled to controls: 0 for no effect and ±100 for the full control effect
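S3 HeLa stable clones carrying a lamin A-EGFP splicing minigene plus DsRed2 were seeded at 600 cells/well in Opti-MEM with 2% FBS, pin-dosed and incubated 48 h at 37°C. Acumen cytometry (488 nm) gave the GFP/RFP total-intensity ratio.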
Epigenetic derep: regulators of epigenetic silencing causing reporter derepression in mouse cells | AID 1865 | Potency, µM (series often up to 53.9 µM), for inactives: at the highest dose GFP activation, hits mostly activators | murine LDR cells, GFP reporter derepression, 30 h | 0.2% of 280,000 active; also: potency is read from the fitted curve at half-maximal effect; % of control where 0% means no effect; nearly all actives have a fitted effect of over 60% in size
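Murine LDR cells carrying a silenced, genomically integrated CMV-driven GFP reporter were exposed to compound for 30 hours at 37 C. After PBS washes, GFP-positive cells (20–120 um objects) were counted by laser-scanning microplate cytometry.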
IMPase Li cell: IMPase inhibition in cells with lithium potentiation. CHO-M1 cells, IP1 TR-FRET (IP-One), carbachol + lithium. Potency, µM (top dose mostly 59.4 µM), inactives show at the highest dose activity, negative = IMPase inhibition, actives largely listed as inhibitors. 0.35% of 210,000 active;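 also: IP1 builds up when IMPase is blocked and the TR-FRET signal falls; potency is read from the fitted curve at half-maximal effect; plate controls were basal vehicle for no effect and high inhibitor control for full effect; nearly all actives have a fitted effect of over 50% in size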
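Concentration–response in CHO-M1 cells, lithium-potentiated; 30 min at 37C. IP1 detected by competitive TR-FRET after 10 min lysis at RT. Hill-fitted AC50.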
Luc counter: blocks Kinase-Glo luciferase, a counter-screen artifact | Q27757 | Kinase-Glo luciferase, ATP luminescence, 8 min | Potency, µM (series often up to 38.3 µM), without a hit: top-dose activity change, negative = inhibition, most hits filed as inhibitors | 0.28% of 200,000 active | AID 1379; also: potency is read from the fitted curve at half-maximal effect; % is scaled to controls: 0 for no effect and ±100 for the full control effect; nearly all actives have a fitted effect of over 60% in size
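Kinase-Glo luciferase light output from ATP and luciferin was measured with 10 uM ATP, within the enzyme's linear range. Buffer: 50 mM imidazole pH 7.2, 50 mM KCl, 7 mM MgCl2, 0.01% Tween 20, 0.05% BSA; luminescence read after 8 min at ambient temperature.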
NPSR antag: blocks cAMP signaling of the human neuropeptide S receptor. 1% of 220,000 active. Potency, µM (top dose mostly 38.3 µM), for inactives: at the top dose activity change, negative = inhibition, usual class: inhibitors. AID 1461. CHO-NPSR cells, cAMP TR-FRET, antagonist mode; also: potency is read from the fitted curve at half-maximal effect; % is scaled to controls: 0 for no effect and ±100 for the full control effect; nearly all actives have a fitted effect of over 50% in size; many of its hits are not listed in these tables
Target sequence (Q6W5P4 whole entry, looked up): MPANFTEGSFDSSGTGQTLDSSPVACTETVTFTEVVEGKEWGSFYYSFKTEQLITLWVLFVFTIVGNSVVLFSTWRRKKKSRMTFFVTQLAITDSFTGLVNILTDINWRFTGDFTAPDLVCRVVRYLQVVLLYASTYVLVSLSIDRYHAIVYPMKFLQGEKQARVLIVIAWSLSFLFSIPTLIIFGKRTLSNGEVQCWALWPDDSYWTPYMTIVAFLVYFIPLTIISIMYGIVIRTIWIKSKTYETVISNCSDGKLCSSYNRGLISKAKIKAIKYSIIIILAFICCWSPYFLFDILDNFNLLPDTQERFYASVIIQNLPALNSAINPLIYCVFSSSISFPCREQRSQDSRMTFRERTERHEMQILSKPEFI
CBFb RUNX1 block: blocks binding between human CBF-beta and RUNX1; Potency, µM (titrated, usually from 59.8 µM), without a hit: top-dose activity, negative = inhibition, actives largely listed as inhibitors; Q01196+Q13951; AID 1477; AlphaScreen CBFb-His/RUNX1-biotin binding, biochemical; 230,000 tested, under 10 active; also: % of control where 0% means no effect
Target sequence (Q01196 whole entry, looked up): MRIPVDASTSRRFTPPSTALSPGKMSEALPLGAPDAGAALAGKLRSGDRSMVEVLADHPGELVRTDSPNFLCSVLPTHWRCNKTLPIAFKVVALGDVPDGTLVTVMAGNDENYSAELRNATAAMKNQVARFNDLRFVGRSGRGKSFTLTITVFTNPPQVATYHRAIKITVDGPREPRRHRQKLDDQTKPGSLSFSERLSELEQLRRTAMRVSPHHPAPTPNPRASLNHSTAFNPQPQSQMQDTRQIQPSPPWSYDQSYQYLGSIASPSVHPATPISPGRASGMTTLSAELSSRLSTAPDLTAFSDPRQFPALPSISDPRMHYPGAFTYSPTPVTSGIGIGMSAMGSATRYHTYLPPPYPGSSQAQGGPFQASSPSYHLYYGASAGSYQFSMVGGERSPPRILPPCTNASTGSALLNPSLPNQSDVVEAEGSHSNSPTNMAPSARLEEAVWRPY
Target sequence (Q13951 whole entry, looked up): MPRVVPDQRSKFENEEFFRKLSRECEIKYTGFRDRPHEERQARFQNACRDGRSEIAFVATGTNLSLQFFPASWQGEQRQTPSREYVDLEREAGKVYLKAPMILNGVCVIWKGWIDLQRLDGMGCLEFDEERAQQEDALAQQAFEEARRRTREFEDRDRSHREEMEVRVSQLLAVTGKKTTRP
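Interaction loss through any mechanism counts as activity. Pre-formed complex of His-CBF-beta and biotin-RUNX1 (30 nM apiece) is incubated with compound 15 min, then with 50 ng nickel and 50 ng streptavidin beads for 90 min before AlphaScreen detection.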
aGal spleen mod: alpha-galactosidase A (human) modulation. AID 2107. P06280. Potency, µM (doses to about 80 µM), without a hit: top-dose activity change, negative = inhibition, most hits filed as inhibitors. human spleen homogenate, 4MU-alpha-Gal fluorescence, 40 min. 0.008% of 240,000 active;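 also: potency is read from the fitted curve at half-maximal effect; 0% = enzyme with vehicle and -100% = no enzyme basal signal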
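Human spleen homogenate (1 ug) as enzyme source, 4-methylumbelliferyl-alpha-D-galactopyranoside 1 mM final, citrate/phosphate pH 5.0 with 0.01% Tween-20. Compounds 40 min at 37C, NaOH/glycine stop; fluorescence Ex 365/Em 440, Hill-fit AC50.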
An asterisk follows results filed as active; ? = inconclusive; / = not tested or not shown; & = joins results of further samples; [ ] = remark or other dose. Unless noted, calls follow the shape of the dose curve; as a rule, active = well fitted curve in the direction sought with a large enough effect; inconclusive = small, poorly fitted or top-dose-only effect, or another doubt; inactive = no such curve, though single readings can be large; an effect the other way counts as inactive or inconclusive. These rows are one share of the data. The share of hits here may be higher or lower than overall.

Molecule	LMNA splice mod	Epigenetic derep	IMPase Li cell	Luc counter	NPSR antag	CBFb RUNX1 block	aGal spleen mod
COc1cc(/C=C/C(=O)N2CCCN(C(=O)/C=C/c3cc(OC)c(OC)c(OC)c3)CC2)cc(OC)c1OC	-2%[46 µM]	-2.7%	8%	2%	11%	10%	2%
O=C(CSC1=NC(=O)C(Cc2ccccc2)C(=O)N1)Nc1ncccn1 (configuration not stated)	7%	-8.6%	/	/	-4%[46.1 µM]	-1%	-4%
Cc1ccccc1Nc1ncccc1C(=O)N1CCOCC1	4%[0.0737 µM]	0.0%	-4%[38.3 µM]	0%	4%[46.1 µM]	8%	-3%
COc1ccc(Cc2nc(-c3ccccn3)no2)cc1	6%	-0.1%	5%[38.3 µM]	-3%	1%[46.1 µM]	0%	3%
CCCCN(C)C1=Nc2cccc3cccc1c23	8%	1.3%	3%[38.3 µM]	4%	-20%[46.1 µM]	-1%	-3%
CC(=O)CC(=O)Nc1ccc2ccccc2c1	/	-2.2%	1%	-5%[7.66 µM]	3%	19%	11%
Nc1c(C(=O)Nc2cccc(F)c2)nnn1-c1cccc(C(F)(F)F)c1	?	-0.1%&2.1%	0%	-3%	14%	6%	4%
CC(C)(C)OC(=O)NCCCCC1=CC2=CC(=O)C(C)(OC(=O)C3CCCC3)C(=O)C2=CO1 (configuration not stated)	/	-1.1%	6%	-1%	/	21%	0%
O=C(Cn1ccc(C(F)(F)F)n1)N/N=C/c1cccs1	2%	0.0%	4%	0%	17%	-3%	1%
O=C(c1ccco1)N1CCN(c2cc(=O)n(-c3ccc(Cl)cc3)c(=O)[nH]2)CC1	-6%	-0.8%	32%[38.3 µM]	2%	-9%[46.1 µM]	10%	-6%
COc1ccc(Cn2cnc3c(N)c(C)c(C)cc32)cc1	9%[46 µM]	1.1%	3%	-2%	0%	-20%	5%
Cn1nc(C(F)(F)F)c2cc(NC(=O)OCc3ccc(C(C)(C)C)cc3)sc21	?	7.0%	12%[38.3 µM]	2%	-5%[46.1 µM]	1%	5%
CC1=NOC(=O)/C1=C/c1ccc(O)cc1	-1%[46 µM]	1.9%	12%	-6%	-10%	9%	2%
CC(=O)Nc1cccc(OCC(=O)NC(C)C(C)C)c1 (configuration not stated)	-4%	4.9%	19%[38.3 µM]	-4%	-4%[46.1 µM]	5%	11%
CCCCc1cc(=O)oc2cc(O)cc(O)c12	/	2.3%	-11%	7%	29%	7%	13%
O=C1CC(NN2CCCCC2)C(=O)N1c1ccccc1 (configuration not stated)	/	3.9%	4%	-7%	-11%	-4%	0%
COc1cc(C(=O)NCC(=O)N/N=C/c2cccs2)cc(OC)c1OC	-2%	1.1%	6%	3%	-13%[46.1 µM]	1%	0%
CCCC1CCC(c2ccc(C(N)=O)cc2)CC1 (configuration not stated)	-1%	3.2%	-22%[38.3 µM]	-5%	-4%[46.1 µM]	-3%	2%
O=C(COc1ccc(Br)cc1Cl)NC(=S)N1CCc2ccccc21	?	0.0%	-4%	4%	-16%	3%	-10%
O=C(COC(=O)c1cncc(Br)c1)NC1CCCCCC1	/	-0.9%	4%	-3%	-6%	10%	-2%
O=C1CC(c2cccc(Cl)c2)Cc2nc(N3CCOCC3)ncc21 (configuration not stated)	-2%	2.2%	39%[activator][38.3 µM]	-2%	-28%[46.1 µM]	21%	3%
Oc1cccc(C(=S)N2CCN(Cc3ccccc3)CC2)c1	-3%	-0.9%	0%	4%	9%[46.1 µM]	-3%	3%
CCOc1ccc(S(=O)(=O)Nc2ccc(F)cc2)c(C)c1C	5%	5.7%	30%[38.3 µM]	1%	?	-14%	-16%
O=C(Nc1nnc(SCc2ccccn2)s1)C1CC(=O)N(c2ccccc2)C1 (configuration not stated)	-5%	0.0%	7%	7%	-13%[46.1 µM]	2%	3%
Cc1ccc([N+](=O)[O-])c(C(=O)N/N=C/c2cccnc2)c1	/	1.1%	/	/	-1%	-8%	3%
O=C(c1ccc2c3c(cccc13)CC2)C1CCCN(Cc2ccncc2)C1 (configuration not stated)	6%[46 µM]	-2.0%	25%	1%	41%	-20%	-8%
COc1ccccc1Nc1nccc(N(C)C)c1C#N	/	-0.6%	6%	15%	-26%	10%	3%
COc1cccc(/C=N/NC(=O)CCc2ccccc2)c1	4%	0.0%	3%[38.3 µM]	-1%	-11%[46.1 µM]	1%	-1%
COc1ccc(C(CC(=O)O)NC(=O)COc2cc(C)ccc2C)cc1OC (configuration not stated)	8%[9.22 µM]	2.3%	-6%	5%	-3%	-1%	-6%
Cc1cc(C)cc(NS(=O)(=O)c2ccc(NC(=S)NC(=O)c3ccc(Br)o3)cc2)c1	?	0.4%	42%[activator][38.3 µM]	-2%	?	-25%	2%
C/C(=N\NC(=O)COc1ccccc1F)c1cc2ccccc2o1	?	-1.3%	-1%	2%	-3%	4%	4%
COc1ccc(CCNC(=O)CC(NC(=O)c2ccccc2Cl)c2ccccc2)cc1 (configuration not stated)	4%	1.0%	-7%	1%	7%	-23%	4%
Nc1cc(=O)[nH]c(=O)n1-c1cccc(F)c1	?	-0.7%	7%	0%	-3%	8%	10%
O=C(NCC1CCCO1)c1cc(-c2ccco2)nc2ccccc12 (configuration not stated)	-3%	-2.2%	-20%[38.3 µM]	0%	-13%[46.1 µM]	-22%	?
O=C(COc1ccccc1)Nc1cccc2nsnc12	7%	-4.2%	-1%[38.3 µM]	-9%	-14%[46.1 µM]	?	-13%
Nc1cc(-c2cccc([N+](=O)[O-])c2)[nH]n1	?	1.0%	-3%	2%	16%	8%	1%
CCS(=O)(=O)N1CCCC(c2nc(-c3cccc(OC)c3)no2)C1 (configuration not stated)	-11%	1.7%	-6%	3%	1%[46.1 µM]	14%	-4%
COc1ccc(-n2nnnc2SCC(=O)Nc2nc3c(s2)CCCC3)cc1	9%	0.9%	-4%[38.3 µM]	-5%	-14%[46.1 µM]	-10%	6%
CC(C)(C)c1csc(Sc2ccc([N+](=O)[O-])cn2)n1	/	0.0%	/	/	?	-7%	-1%
CCN(CC(=O)NCc1ccc(F)cc1)Cc1cc(=O)n2ccsc2n1	12%[9.22 µM]	-3.2%	-2%	1%	-1%	5%	-4%
CCOC(=O)C1CCN(C(=O)CN(c2cc(OC)ccc2OC)S(=O)(=O)c2ccccc2)CC1	-3%	2.9%	-9%[38.3 µM]	-6%	-7%[46.1 µM]	0%	-9%
Cc1ccc(-c2nc(NC(=O)CSc3ncn[nH]3)ns2)cc1	/	2.9%	/	/	-12%	3%	-3%
COc1ccc(Cl)cc1NC(=O)COC(=O)C(CC(C)C)N1C(=O)C2CC=CCC2C1=O (configuration not stated)	?	3.4%	10%	3%	?	-1%	7%
Cc1cccc(C)c1NCc1nnc(SCC(=O)Nc2nc(-c3ccccc3)cs2)n1-c1ccccc1	-4%	1.1%	-4%	-2%	14%	10%	3%
COc1cc(Cl)c(C)cc1NC(=O)CSc1ccc(NC(C)=O)cc1	?	0.0%	-1%	5%	-9%	0%	0%
CN(C)CC(C)(C)CNS(=O)(=O)c1ccc(Cl)s1	/	-1.5%	4%	0%	7%	5%	0%
Nc1cc(N)nc(SCc2cc(=O)oc3cc4c(cc23)CCC4)n1	1%	1.9%	19%[38.3 µM]	2%	-25%[46.1 µM]	-7%	0%
O=C(c1cnccn1)N1CCC2(CCN(Cc3nccs3)CC2)CC1	/	/	?	1%	/	/	1%
CCN(CC)NC(=S)Nc1ccccc1	6%	0.0%	-6%[38.3 µM]	-3%	0%[46.1 µM]	0%	11%
CC(=O)Nc1ccc(NC(=O)COC(=O)C2c3ccccc3Oc3ccccc32)cc1	/	-0.1%	15%	1%	-21%	4%	6%
COc1ccccc1NC(=S)N1CCN(C(c2ccccc2)c2ccccc2)CC1	?	-2.1%	6%	6%	-30%	-26%	-12%
CC(=O)NNC(=O)CCn1nnc(-c2ccc(Cl)cc2)n1	11%[46 µM]	1.7%	2%	1%	-6%	3%	-6%
N#CCCN1CCNCC1	0%	2.1%	14%[38.3 µM]	-1%	7%[46.1 µM]	-1%	-2%
Cc1ccc(CCNC(=O)Cn2cccc2)cc1	-8%	4.8%	-1%[38.3 µM]	-4%	-1%[46.1 µM]	0%	-2%
O=c1c2ccccc2ncn1CCCSc1ccc(Cl)cc1	19%	-1.2%	-4%[38.3 µM]	-2%	-15%[46.1 µM]	9%	7%
Cn1c(=O)n(CCCOc2ccc(Cl)cc2)c2ccccc21	-5%	-2.2%	13%	3%	-3%[46.1 µM]	13%	-4%

Remaining list, next part.
Molecule	LMNA splice mod	Epigenetic derep	IMPase Li cell	Luc counter	NPSR antag	CBFb RUNX1 block	aGal spleen mod
CC(=O)Nc1ccc(-c2nnc(SCC(=O)Nc3ccc4c(c3)oc3ccccc34)n2C)cc1	-4%[0.0737 µM]	-2.0%	-18%[38.3 µM]	-4%	-11%[46.1 µM]	2%	-5%
CC1=C(C(=O)Nc2ccccn2)C(c2ccc(Br)cc2)NC(=S)N1 (configuration not stated)	10%	-5.0%	6%	-2%	-3%	-3%	1%
COC(=O)C1CCN(C(c2ccc(OC)c(OC)c2)c2sc3nc(C)nn3c2O)CC1 (configuration not stated)	-8%	0.0%	-19%[38.3 µM]	4%	-8%[46.1 µM]	2%	-1%
COc1cccc(OCCOCCNCCO)c1	8%	1.1%	8%[38.3 µM]	-1%	4%[46.1 µM]	6%	3%
NC(N)=N/N=C/c1ccc(OCc2ccccc2Cl)cc1	?	-1.5%	3%[38.3 µM]	-3%	?	1%	1%
